3CLpro inhibitor = SARS-CoV 3CLpro protease inhibitors, primary screen, biochemical, quenched FRET; actives 0.14% (n = 290,000); recombinant SARS-CoV 3CLpro, quenched FRET peptide cleavage; inhibition, % at 6 µM; Replicase polyprotein 1ab (Severe acute respiratory syndrome coronavirus), P0C6X7; AID 1706, 2009; in the data active means inhibition above about 12%
MazEF act = activators of E. coli MazEF toxin-antitoxin RNase, primary screen, biochemical, fluorescence, uHTS | actives 0.32% (n = 350,000) | AID 504720, 2011 | FAM/BHQ RNA-DNA oligo cleavage fluorescence, 5 h | activation, % at 20 µM | Endoribonuclease toxin MazF (Escherichia coli (strain K12)), P0AE70; in the data active means activation above about 50%
TcdB GH inh = TcdB glycohydrolase inhibitors, primary screen, biochemical, single point, plate reader; actives 0.24% (n = 350,000); TcdB glycohydrolase enzymatic assay; inhibition, % at 9.99 µM; in the data active means inhibition above about 10%
Target sequence (P18177 whole entry, looked up): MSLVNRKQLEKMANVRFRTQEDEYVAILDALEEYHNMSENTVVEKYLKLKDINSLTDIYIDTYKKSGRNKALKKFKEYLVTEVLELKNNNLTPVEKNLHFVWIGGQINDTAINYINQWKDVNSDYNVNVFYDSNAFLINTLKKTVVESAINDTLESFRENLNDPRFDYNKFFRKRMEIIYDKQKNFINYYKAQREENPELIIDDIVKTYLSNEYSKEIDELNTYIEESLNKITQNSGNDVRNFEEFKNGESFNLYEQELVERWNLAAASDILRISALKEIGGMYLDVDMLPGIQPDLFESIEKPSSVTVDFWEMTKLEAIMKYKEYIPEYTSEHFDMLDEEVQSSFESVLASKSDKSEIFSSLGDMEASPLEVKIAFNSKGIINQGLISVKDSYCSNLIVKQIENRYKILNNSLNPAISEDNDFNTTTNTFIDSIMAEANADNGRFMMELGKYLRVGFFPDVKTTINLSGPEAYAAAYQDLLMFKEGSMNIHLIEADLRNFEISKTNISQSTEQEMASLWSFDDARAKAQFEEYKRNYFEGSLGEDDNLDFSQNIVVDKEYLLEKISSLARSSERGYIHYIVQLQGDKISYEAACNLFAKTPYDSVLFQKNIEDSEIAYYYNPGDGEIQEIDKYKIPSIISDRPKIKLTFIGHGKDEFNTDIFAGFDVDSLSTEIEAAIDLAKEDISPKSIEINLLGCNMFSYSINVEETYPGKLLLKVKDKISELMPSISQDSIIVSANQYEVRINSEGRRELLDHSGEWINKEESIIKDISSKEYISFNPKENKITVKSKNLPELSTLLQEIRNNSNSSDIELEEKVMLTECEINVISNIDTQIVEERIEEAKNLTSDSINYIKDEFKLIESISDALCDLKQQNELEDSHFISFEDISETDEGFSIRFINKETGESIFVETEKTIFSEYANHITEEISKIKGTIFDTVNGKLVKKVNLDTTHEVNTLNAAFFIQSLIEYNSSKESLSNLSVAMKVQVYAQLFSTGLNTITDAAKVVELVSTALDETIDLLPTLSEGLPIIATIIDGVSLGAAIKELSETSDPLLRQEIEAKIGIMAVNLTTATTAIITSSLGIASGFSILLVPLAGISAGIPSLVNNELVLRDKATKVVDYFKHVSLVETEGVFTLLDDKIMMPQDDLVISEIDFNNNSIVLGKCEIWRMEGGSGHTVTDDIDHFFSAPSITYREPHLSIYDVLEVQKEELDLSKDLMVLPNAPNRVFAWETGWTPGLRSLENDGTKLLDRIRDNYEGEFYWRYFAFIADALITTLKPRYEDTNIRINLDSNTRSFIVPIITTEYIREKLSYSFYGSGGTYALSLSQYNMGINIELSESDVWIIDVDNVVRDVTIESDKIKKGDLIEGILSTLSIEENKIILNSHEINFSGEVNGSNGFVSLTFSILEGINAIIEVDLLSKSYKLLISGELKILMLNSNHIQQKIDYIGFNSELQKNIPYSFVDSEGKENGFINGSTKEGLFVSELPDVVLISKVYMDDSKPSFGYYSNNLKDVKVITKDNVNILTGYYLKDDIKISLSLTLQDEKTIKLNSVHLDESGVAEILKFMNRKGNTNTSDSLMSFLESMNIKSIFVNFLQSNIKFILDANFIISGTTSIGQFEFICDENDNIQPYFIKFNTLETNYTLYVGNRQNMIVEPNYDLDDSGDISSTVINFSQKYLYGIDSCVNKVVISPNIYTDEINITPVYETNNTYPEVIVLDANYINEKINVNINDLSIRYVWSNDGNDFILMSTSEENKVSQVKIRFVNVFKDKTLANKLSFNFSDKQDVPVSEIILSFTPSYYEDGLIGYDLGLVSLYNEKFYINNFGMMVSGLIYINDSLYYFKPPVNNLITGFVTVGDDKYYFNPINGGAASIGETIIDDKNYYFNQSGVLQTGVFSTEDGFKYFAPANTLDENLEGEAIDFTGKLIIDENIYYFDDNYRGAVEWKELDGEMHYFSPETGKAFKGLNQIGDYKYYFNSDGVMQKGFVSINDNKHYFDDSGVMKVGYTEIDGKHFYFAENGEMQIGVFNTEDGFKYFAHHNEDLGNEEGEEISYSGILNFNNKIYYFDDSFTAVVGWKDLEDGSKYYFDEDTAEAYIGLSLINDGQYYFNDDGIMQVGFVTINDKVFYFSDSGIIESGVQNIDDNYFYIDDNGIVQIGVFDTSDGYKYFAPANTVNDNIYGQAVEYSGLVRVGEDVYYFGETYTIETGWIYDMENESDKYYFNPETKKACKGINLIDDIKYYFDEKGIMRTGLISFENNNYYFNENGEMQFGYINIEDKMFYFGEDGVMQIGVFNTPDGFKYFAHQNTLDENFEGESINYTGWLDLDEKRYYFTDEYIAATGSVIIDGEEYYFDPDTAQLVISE
PriA SSB inh = inhibitors of Klebsiella pneumoniae PriA binding to SSB C-terminal tail, primary screen, biochemical, AlphaScreen | actives 0.6% (n = 430,000) | inhibition, % at 33 µM | AlphaScreen SSBct-PriA binding, biotinylated peptide; in the data active means inhibition mostly above about 37%, no sharp cut-off; inactive means mostly below about 20%;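 further: plate controls were negative control peptide for no effect and reference peptide for full effect; strong numbers were not always called active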
DUSP3 inh = VHR1 phosphatase inhibitors, primary screen, biochemical, absorbance, uHTS; Dual specificity protein phosphatase 3 (Homo sapiens), P51452; recombinant VHR phosphatase, pNPP absorbance; inhibition, % at 13.3 µM; actives 0.52% (n = 290,000); AID 1654, 2009; in the data active means inhibition above about 50%; further: some compounds called inactive have numbers as strong as hits
Rv3671c protease = Rv3671c serine protease inhibitors, primary screen, biochemical, fluorescence polarization, M. tuberculosis H37Rv; AID 2606, 2010; P9WHR9; inhibition, % at 5.96 µM; actives 0.048% (n = 320,000); in the data active means inhibition above about 38%;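 further: extracellular domain of Rv3671c used as enzyme; 0% = enzyme with DMSO and 100% = no enzyme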
Anthrax LF inh2 = Bacillus anthracis LF protease inhibitors, primary screen, biochemical, multiplex microsphere, MLPCN library | Lethal factor (Bacillus anthracis), P15917 | actives 0.12% (n = 360,000) | multiplex microsphere protease cleavage assay | inhibition, % at 10 µM | AID 588501, 2011; in the data active means inhibition above about 30%; further: plate controls were buffer without enzyme for full effect and enzyme alone for no effect
BH1578 lux ind = inducers of Vibrio cholerae quorum light production without autoinducers, primary screen, BH1578 luxS cqsA deficient, single point. actives 0.16% (n = 350,000). V. cholerae BH1578 lux reporter, luminescence, 6 h. activation, % at 18.7 µM; in the data active means activation mostly above about 9.7%, no sharp cut-off; further: not every result past the cut was called active; inactives centre near 0; reference of the scale not given here
Y pestis TopoI = Yersinia pestis topoisomerase I inhibitors, primary screen, biochemical, cleavage product accumulation, plate reader, single point. DNA topoisomerase I (Yersinia pestis CO92). Y. pestis Topo-I cleavage product accumulation. activity, % at 10 µM. actives 0.064% (n = 360,000). AID 504884, 2011; in the data active means activity above about 50%, passing the limit was not always enough; further: inactives centre near 2
PfHsp40 yeast = rescue of yeast from PfHsp40 toxicity, primary screen, S. cerevisiae, ATP luminescence; S. cerevisiae expressing PfHsp40, growth rescue; AID 504582, 2011; growth rescue, % at 12.5 µM; actives 0.68% (n = 340,000); in the data active means growth rescue above about 28%, passing the limit was not always enough;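 further: yeast W303a lacking pdr1 and pdr3 grown in galactose medium; growth measured after three days at 30 °C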
* marks the source's active call; other numbers are inactive results; i = inactive; . = no result given; & = joins results of further samples.

cpd	compound	3CLpro inhibitor	MazEF act	TcdB GH inh	PriA SSB inh	DUSP3 inh	Rv3671c protease	Anthrax LF inh2	BH1578 lux ind	Y pestis TopoI	PfHsp40 yeast
1	Cn1c(=O)oc2cc(S(=O)(=O)N3CCc4ccccc4C3)ccc21	.	3	.	-10	21	8	1	5.0	7	0.1
2	O=[N+]([O-])c1cc(F)c(N2CCCCC2)cc1Br	2	-9	0.4	24	13	3	-11	-0.5	-3	-1.1
3	O=c1[nH]nc(SCCS(=O)(=O)c2ccc(F)cc2)n1-c1ccc2c(c1)OCCO2	6	2	1.4	-10	27	-2	-1	-1.1	-1	1.2
4	O=C(c1cn(-c2ccccc2)nc1-c1cccs1)N1CCN(c2ccc(F)cc2)CC1	2	2	.	3	3	-8	-1	-0.4	29	-0.3
5	CC(C)Nc1nc(NC2CCCC2)nc(N2CCOCC2)n1	.	-2	0.3	7	.	.	-6	i	-3	-0.5
6	O=C(CN1CCCCC1)Nc1ccccc1Oc1ccccc1	2	1	0.6	-9	-7	-3	11	-0.6	4	-1.0
7	Cc1ccccc1NC(=O)NCCCN1CCN(c2ccccc2)CC1	-2	-6	.	5	20	-5	9	1.6	-3	-1.9
8	COC(=O)c1ccc(N2CCN(C)CC2)c(NC(=O)COc2ccc(C)cc2)c1	1	-2	-1.6	-3	12	5	-4	i	25	-0.9
9	COc1ccc(C2c3c(ncn(Cc4ccco4)c3=N)Oc3ccc4ccccc4c32)cc1 (stereo unspecified)	0	1	1.4	11	15	-128	-2	i	18	0.4
10	O=C(Nc1cccc(Cl)c1Cl)c1ccccc1OCC(=O)N1CCOCC1	-1	-4	1.8	-6	31	-7	-4	-4.3	18	-0.4
11	CC(C)c1ccc(NC(=O)C2(C)Cc3c(-c4ccc(C(N)=O)cc4)ccnc3O2)cc1 (stereo unspecified)	.	.	2.2	.	.	.	-10	i	16	.
12	CC1(C(=O)Nc2cccc(NS(C)(=O)=O)c2)CCN1CCc1ccccc1 (stereo unspecified)	.	.	1.6	.	.	.	-5	i	14	.
13	Cc1ccc(NC(=O)CCc2c(C)[nH]c(=O)c(C#N)c2C)cc1	-1	2	-0.6	3	-8	5	6	-0.2	7	0.2
14	CCOc1cc(C(N)=O)cc(OCC)c1OCC	7	3	.	-24	11	-4	0	-2.0	-6	0.0
15	Cc1ccc2c(c1)[C@@H]1CN(C)CC[C@@H]1N2S(=O)(=O)c1ccc([N+](=O)[O-])cc1	-1	-6	1.2	13	5	2	-5	-1.5	-13	-0.2
16	CCOC(=O)C1CCN(CC(O)COc2ccc(C(C)(C)CC)cc2)CC1 (stereo unspecified)	3	10	.	-11	10	11	-4	i	27	-1.4
17	CCc1ccccc1NC(=O)c1ccc(S(=O)(=O)NCC2CCCO2)cc1 (stereo unspecified)	-2	-6	-0.6	10	11	-6	-2	-0.1	-1	0.1
18	COc1ccc2ccccc2c1CN(C)Cc1ccccc1	-2	-35	1.4	-7	12	-1	-12	0.5	-1	-1.0
19	O=C(COc1ccc(Cl)cc1Cl)NN=C1CCCCC1	5	3	1.1	-10	-11	-5	0	6.7	5	4.7
20	COC(=O)C(O)(c1ccc(N(C)C)cc1)C(F)(F)F (stereo unspecified)	0	-18	1.0	-2	0	-8	2	i	-5	0.1
21	COc1ccc(NC(=O)COC(=O)CCc2nc3ccccc3c(=O)[nH]2)cc1Cl	.	5	1.1	-10	.	6	-2	i	3	-0.6
22	O=C(/C=C/c1ccccc1)NC(NC(=S)Nc1ccc(C(=O)O)cc1)C(Cl)(Cl)Cl (stereo unspecified)	3	-2	.	6	5	-4	0	-0.6	-1	1.3
23	O=C(NNc1nc2cc3c(cc2s1)OCCO3)c1ccccc1	0	10	0.0	2	18	8	-2	-0.2	-12	2.7
24	Cc1ccc(S(=O)(=O)N2CCN(C(C)C(=O)NCC(C)c3ccccc3)CC2)cc1 (stereo unspecified)	.	-6	0.5	2	.	-10	6	0.6	19	-0.4
25	O=C(c1cccc(F)c1)N1C2C=CC(C2)C1(C(F)(F)F)C(F)(F)F (stereo unspecified)	0	4	.	-9	14	0	-6	-0.7	-4	0.5
26	CN1C(=O)[C@@H]2[C@@H]3C[C@@H]([C@H]4ON=C(c5ccc(Cl)cc5Cl)[C@@H]34)[C@@H]2C1=O	-5	4	.	-5	-22	4	2	-0.3	0	-0.2
27	Cc1ccc2c(c1)N(Cc1ccc([N+](=O)[O-])cc1)C=NS2(=O)=O	7	12	1.8	10	1	-22	-12	0.8	2	-0.3
28	O=C(NCc1ccccn1)C(=O)NN=C1CCCCCCC1	6	5	-7.6	4	-11	-2	3	-1.7	3	-1.4
29	Cc1ccc(C(=O)N/N=C/c2ccc(-c3ccccc3[N+](=O)[O-])o2)cn1	2	-1	0.6	.	-8	-21	-2	-0.2	-6	4.9
30	COc1cc2[nH]c(=O)n(CCC(=O)NCCCN3CCN(c4ccccc4F)CC3)c(=O)c2cc1OC	-1	1	0.8	-1	12	-4	-4	-0.2	5	0.0
31	CC1=C(C)CC2C(=O)N(Cc3ccccc3)C(=O)C2C1 (stereo unspecified)	0	1	.	-10	37	8	1	1.7	8	1.6
32	CCC(C(=O)NC(C)(C)C)N(Cc1ccc(F)cc1)C(=O)c1snc(C(N)=O)c1N (stereo unspecified)	2	1	0.3	-4	-2	-6	-9	-0.6	1	0.0
33	CCC(=O)Nc1nc2ccccc2n1Cc1ccc(C)cc1	-1	4	.	-10	26	2	8	i	4	-0.5
34	COc1ccc(Cc2nnc(NCCO)[nH]c2=O)cc1	1	6	1.1	-2	-9	-3	0	-11	5	-0.7
35	CCOc1ccc(C(=O)Nc2nncs2)cc1OCC	9	-9	0.7	-4	17	-3	-1	i	2	-1.8
36	COC(=O)Nc1ccc2c(c1)N(C(=O)CCN1CCN3CCCC3C1)c1ccccc1CC2 (stereo unspecified)	1&-1	8&10	-1.8	5	6&11	2&5	4&0	-0.4&1.1	4&-3	13&0.3
37	COC(=O)c1ccc(Oc2ccc(S(=O)(=O)N3CCCCC3)cc2N)cc1	3	-4	2.6	11	.	1	-8	i	32	0.3
38	COc1cccc(CNC(=O)C2CSC3(C)CCC(=O)N23)c1 (stereo unspecified)	.	-13	0.3	0	.	-2	3	14	-2	-0.1
39	CC1CCCCN1CCNC(=O)C1CCN(S(=O)(=O)c2cccc3cccnc23)CC1 (stereo unspecified)	3	-20	1.0	-12	11	8	-3	-0.1	-2	-1.9
40	CC(=O)c1cccc(S(=O)(=O)N2CCCC(c3nc4c(nnn4Cc4cccc(Cl)c4)c(=O)[nH]3)C2)c1 (stereo unspecified)	1	8	-0.3	-10	6	-38	-6	-0.3	18	-0.5
41	CCc1cc2c(=O)c(-c3nc4ccccc4n3C)c(C)oc2c(CN(CC)CC)c1O	-4	-3	.	1	41	-1	0	-33	1	0.2
42	Cc1nn(-c2ccccc2)c2c1C(O)CC(C)(C)C2 (stereo unspecified)	5	-6	1.0	-6	10	2	4	1.2	-4	0.8
43	Cn1c(CNc2ccc(F)cc2)nnc1SCC(=O)NNC(=O)Cc1ccccc1	8	-6	0.0	-6	9	-5	1	0.2	-1	0.5
44	CC(C(=O)NC1CCCCCC1)c1ccc([N+](=O)[O-])cc1 (stereo unspecified)	-2	1	1.1	-6	26	-1	.	-0.8	7	-0.8
45	CCCCCCSc1nsc(N)n1	-1	-4	.	-5	1	-18	8	i	3	2.4
46	Cc1cccc(NC(=O)C2C3C=CC4(O3)C2C(=O)N(CCCN2CCCC2)C4C(=O)NC2CCCC(C)C2C)c1 (stereo unspecified)	-1	12	0.3	6	5	-5	-4	-0.3	-7	-1.6
47	Cc1ccccc1C(=O)NNC(=O)C1CCN(c2ncccn2)CC1	-1	2	-0.6	-5	10	4	-2	-0.2	2	0.4
48	COCc1cc(C)nc(OCC(=O)N/N=C/c2ccc(O)cc2O)c1C#N	5	3	-13	.	18	-3	0	-0.2	-10	1.2
49	CN(C)c1cccc(C(=O)NNC(=S)NC2CC3CCC2C3)c1 (stereo unspecified)	3	14	-0.6	4	16	2	-5	i	-10	3.7
50	S=c1[nH]ccc2ccccc12	.	4	0.4	-3	.	.	-1	2.2	1	-1.3
51	CCCN1/C(=C(/C#N)C2=NS(=O)(=O)c3ccccc32)N(C)c2ccccc21	1	3	0.6	-20	36	-11	6	-1.6	-5	-1.2
52	COC(=O)COc1ccc(S(=O)(=O)N2CCN(c3ccccc3)CC2)cc1	-2	3	0.6	-11	9	5	-2	-1.0	11	-0.2
53	Cc1nc(NS(=O)(=O)c2ccccc2C)c2c3c(sc2n1)CCC3	3	-8	.	3	7	2	.	.	.	.
54	Cc1oc2c(C)c3oc(=O)c4c(c3cc2c1C)CCC4	2	4	.	-1	20	.	-1	3.2	-7	-0.2
55	O=C1Nc2ccc(F)cc2C12Nc1ccccc1-c1nnc(SCc3ccccc3)nc1O2 (stereo unspecified)	1	1	0.2	5	35	-13	-3	-0.3	-4	-1.2
56	CCOP(=O)(OCC)C(NC(=O)c1cccs1)C(F)(F)F (stereo unspecified)	3	-20	-0.1	-1	-21	1	-1	-0.8	7	-1.7
57	O=S(=O)(CCN1CCN(c2ccccn2)CC1)c1ccc(Cl)cc1Cl	2	5	-0.5	-4	-1	5	10	-0.8	9	1.8
58	COc1ccc(NC(=O)c2ccc3c(c2)C(=O)N(CC2CCCO2)C3=O)c(OC)c1 (stereo unspecified)	-1	8	3.8	-10	20	0	-4	i	1	-1.0
59	COc1cccc2cc(C(=O)NCc3ccc(C)cc3)c(=N)oc12	6	14	0.4	12	54*	-10	1	-1.3	13	-0.2
60	O=C(CCN1C(=O)CSc2ccccc21)Nc1ccc(OC(F)(F)F)cc1	.	0	0.7	-1	.	-11	-8	-0.2	10	0.3

Exported as labelled records: entries from further up
(55) O=C1Nc2ccc(F)cc2C12Nc1ccccc1-c1nnc(SCc3ccccc3)nc1O2 (stereo unspecified)
  3CLpro inhibitor: 1
  MazEF act: 1
  TcdB GH inh: 0.2
  PriA SSB inh: 5
  DUSP3 inh: 35
  Rv3671c protease: -13
  Anthrax LF inh2: -3
  BH1578 lux ind: -0.3
  Y pestis TopoI: -4
  PfHsp40 yeast: -1.2

(56) CCOP(=O)(OCC)C(NC(=O)c1cccs1)C(F)(F)F (stereo unspecified)
  3CLpro inhibitor: 3
  MazEF act: -20
  TcdB GH inh: -0.1
  PriA SSB inh: -1
  DUSP3 inh: -21
  Rv3671c protease: 1
  Anthrax LF inh2: -1
  BH1578 lux ind: -0.8
  Y pestis TopoI: 7
  PfHsp40 yeast: -1.7

More structures
cpd	compound	3CLpro inhibitor	MazEF act	TcdB GH inh	PriA SSB inh	DUSP3 inh	Rv3671c protease	Anthrax LF inh2	BH1578 lux ind	Y pestis TopoI	PfHsp40 yeast
61	O=C1c2ccccc2S(=O)(=O)c2cc(C(=O)N3CCN(c4c(Cl)cncc4Cl)CC3)ccc21	.	1	0.2	8	.	3	7	i	38	5.0
62	CCc1ccc(NC(=O)NC(C)c2ccc3c(c2)OCO3)cc1 (stereo unspecified)	4	-3	1.3	-2	7	-6	-1	-0.4	9	1.1
63	COc1ccc(OC)c(C2NC(=O)N(C)C(C)=C2C(=O)OCc2ccccc2)c1 (stereo unspecified)	1	-2	3.7	-6	15	-8	.	i	16	-0.8
64	Cc1ccc(C)c(N2CCN(S(=O)(=O)c3c(C(=O)N4CCCCC4)c(C)n(C)c3C)CC2)c1	1	3	1.2	11	18	3	-2	i	14	0.2

Assay outcomes: PubChem BioAssay, several laboratories

An excerpt (hit frequency here may not be typical).
